U2OS ROS induce: raises reactive oxygen species in U2OS cancer cells. AID 624156. 46,000 tested, 2% active. ROS induction (% of piperlongumine), % at 10 µM. U2OS ROS induction, H2DCF-DA fluorescence; in the data active means ROS induction above about 79%, passing the limit was not always enough; inconclusive means no clear call, values can overlap the other calls;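 further: 0% = DMSO vehicle median and 100% = reference compound median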
The depositor's hits bear a star; ? = inconclusive.

SMILES	U2OS ROS induce
C[C@@H]1CN([C@@H](C)CO)C(=O)c2cc(NC(=O)CCN3CCOCC3)ccc2O[C@@H]1CN(C)S(=O)(=O)c1cccs1	-4
C[C@@H]1CN([C@H](C)CO)C(=O)c2cccc(NS(=O)(=O)c3cn(C)cn3)c2O[C@H]1CN(C)C(=O)Nc1ccc(F)cc1	-3
CC(C)NC(=O)N(C)C[C@H]1Oc2c(NC(=O)Nc3cccc4ccccc34)cccc2C(=O)N([C@H](C)CO)C[C@H]1C	-3
CC1=CC(O)C2/C=C/CCC3OC3(C)C(O)CC(=O)C23C(=O)NC(CC(C)C)C13 (stereo not drawn)	-3
Cc1cc(C)cc(NC(=O)CSc2nnc(-c3ccncc3)n2C)c1	22
CCSc1n[nH]c(-c2c(Cl)c(CC)nn2C)n1	-2
CNC(=O)CN1C(=O)c2ccccc2S1(=O)=O	3
O=C(Cn1c2ccccc2n2nc(-c3ccccc3)nc12)c1cccs1	5
C[C@H](CO)N1C[C@H](C)[C@H](CN(C)S(=O)(=O)c2ccc(Cl)cc2)Oc2ccc(NC(=O)c3ccncc3)cc2C1=O	7
C[C@H]1CN([C@@H](C)CO)C(=O)c2cccc(NC(=O)c3cnccn3)c2O[C@H]1CN(C)Cc1ccc(C(F)(F)F)cc1	13
O=C(Nc1cccc(-c2nc3ccccc3o2)c1)c1ccc(Br)cc1	4
Cc1ccc(S(=O)(=O)N(C)C[C@H]2Oc3ccc(NC(=O)Nc4ccc5c(c4)OCO5)cc3C(=O)N([C@H](C)CO)C[C@H]2C)cc1	-3
CC(C)NC(=O)N(C)C[C@@H]1Oc2ccc(NC(=O)Nc3ccc4c(c3)OCO4)cc2C(=O)N([C@H](C)CO)C[C@H]1C	-7
Cc1cc2c(c(=O)n1Cc1ccccn1)C(c1ccccc1)C(C#N)=C(N)O2 (stereo not drawn)	10
C[C@@H]1CN([C@@H](C)CO)C(=O)c2cccc(NC(=O)Nc3ccc(F)cc3)c2O[C@@H]1CN(C)Cc1ccc(C(=O)Nc2ccccc2N)cc1	7
CCOC(=O)Cc1csc(NC(=O)Nc2cccs2)n1	-1
CNC[C@@H]1OCCCC[C@@H](C)Oc2ccc(NC(=O)Cc3ccccc3)cc2C(=O)N([C@H](C)CO)C[C@@H]1C	2
COCCCNC(=O)C(=O)c1cn(C)c2ccccc12	42
O=C(Nc1ncnc2sc3c(c12)CCCCC3)c1ccc(F)cc1	-3
CC(C)NC(=O)Nc1cccc2c1O[C@H](CN(C)S(=O)(=O)c1cn(C)cn1)[C@@H](C)CN([C@H](C)CO)C2=O	-6
C[C@@H]1CN([C@@H](C)CO)C(=O)c2cccc(NS(C)(=O)=O)c2O[C@H]1CN(C)S(=O)(=O)c1ccc(Cl)cc1	16
C[C@@H]1CN([C@H](C)CO)C(=O)c2cccc(NC(=O)c3ccncc3)c2O[C@H]1CN(C)C(=O)Nc1ccc(F)cc1	-8
N#Cc1c(NC(=O)c2cc3nc(-c4ccco4)cc(C(F)(F)F)n3n2)sc2c1CCC2	-12
Cc1ccc(C)c(NC(=O)CSc2nnc(-c3ccncc3)n2-c2ccc(F)cc2)c1	0

Given in CSV form: entries from further up
Compound,U2OS ROS induce
O=C(Nc1ncnc2sc3c(c12)CCCCC3)c1ccc(F)cc1,-3
CC(C)NC(=O)Nc1cccc2c1O[C@H](CN(C)S(=O)(=O)c1cn(C)cn1)[C@@H](C)CN([C@H](C)CO)C2=O,-6
C[C@@H]1CN([C@@H](C)CO)C(=O)c2cccc(NS(C)(=O)=O)c2O[C@H]1CN(C)S(=O)(=O)c1ccc(Cl)cc1,16
C[C@@H]1CN([C@H](C)CO)C(=O)c2cccc(NC(=O)c3ccncc3)c2O[C@H]1CN(C)C(=O)Nc1ccc(F)cc1,-8
N#Cc1c(NC(=O)c2cc3nc(-c4ccco4)cc(C(F)(F)F)n3n2)sc2c1CCC2,-12
Cc1ccc(C)c(NC(=O)CSc2nnc(-c3ccncc3)n2-c2ccc(F)cc2)c1,0

Additional entries follow.
SMILES	U2OS ROS induce
Cc1ccc(S(=O)(=O)Nc2ccc3c(c2)CC(=O)N([C@@H](C)CO)C[C@H](C)[C@H](CN(C)S(=O)(=O)c2cn(C)cn2)O3)cc1	-1
COc1ccc(CN(C)C[C@H]2Oc3ccc(NS(=O)(=O)c4cccs4)cc3C(=O)N([C@H](C)CO)C[C@@H]2C)cc1	-5
Cn1nc(OC(C)(C)C(=O)Oc2ccc(Cl)cc2Cl)cc1C(F)(F)F	21
C[C@H]1CN([C@@H](C)CO)C(=O)CCCn2nncc2CO[C@@H]1CN(C)C(=O)c1ccc2ccn(C)c2c1	8
O=C(O)c1cc(=O)[nH]c2c(Cl)cccc12	6
C=C(C(=O)/C=C/C(C)(C)O)C1CC2O[C@]2(C)C(=O)[C@H]1OC(=O)CC(C)C (stereo partly drawn)	?
COc1ccc(C(=O)NC2CCCCC2NC(=O)c2ccc(OC)cc2)cc1 (stereo not drawn)	-9
COc1c(S(=O)(=O)N2CCCN(S(=O)(=O)c3ccc(Cl)c(Cl)c3OC)CC2)ccc(Cl)c1Cl	7
C[C@@H]1CN([C@@H](C)CO)C(=O)CCCn2cc(nn2)CO[C@H]1CN(C)Cc1ccccc1C(F)(F)F	-6
Cc1ccc(NC(=O)C2CC(Cl)=CCC2C(=O)O)c(Br)c1 (stereo not drawn)	-21
O=[n+]1cc(-c2ccccc2)n([O-])c2c1CCCC2	-15
C[C@@H]1CN([C@@H](C)CO)C(=O)c2cc(NC(=O)C3CCCCC3)ccc2O[C@@H]1CN(C)Cc1ccc(Cl)c(Cl)c1	7
COc1ccc(-c2nnn(CC(=O)Nc3ccc(OC)cc3OC)n2)cc1	2
O=C(Sc1ccc(Cl)cc1)c1ccco1	19
COC(=O)c1ccc(NC(=O)CN(c2ccc(Br)c(C)c2)S(C)(=O)=O)cc1	0
COc1ccc(NC(=O)N(C)C[C@H]2Oc3ccc(NC(=O)CCC(F)(F)F)cc3C(=O)N([C@@H](C)CO)C[C@H]2C)cc1	0
CC(=O)NC1=NC(=O)/C(=C\c2cccs2)N1C	-1
c1ccc(-c2nn3c(Cn4cnc5ccccc54)nnc3s2)cc1	-4
CN(C)c1oc(-c2ccc(Cl)cc2)nc1C#N	8
CC(C)Nc1nc(SCC(=O)Nc2ccccc2)nc(N2CCOCC2)n1	1
O=C(CSc1ncnc2c1nnn2Cc1ccc(F)cc1)c1ccccc1	22
Cc1ccc(CNC(=O)c2cccnc2Sc2cccc(C(F)(F)F)c2)cc1	-10
COc1ccc(S(=O)(=O)Nc2cccc3c2O[C@H](CN(C)S(=O)(=O)c2ccc(C)cc2)[C@@H](C)CN([C@H](C)CO)C3=O)cc1	2
C[C@H]1CN([C@@H](C)CO)C(=O)c2cccc(NC(=O)C3CCCCC3)c2O[C@@H]1CN(C)Cc1ccc2c(c1)OCO2	44
CC(=O)N1N=C(c2ccc(C(C)(C)C)cc2)OC1(C)C	-4
C[C@H]1CN([C@@H](C)CO)C(=O)Cc2cc(NC(=O)Nc3ccc(F)cc3)ccc2O[C@H]1CN(C)C(=O)Nc1cccc2ccccc12	-3
C[C@H](CO)N1C[C@H](C)[C@H](CN(C)CC2CCCCC2)Oc2ccc(NC(=O)c3ccncc3)cc2CC1=O	-13
S=c1nn[nH]n1CCc1ccc(Cl)cc1	9
O=C(Nc1ccc(S(=O)(=O)Nc2ccccn2)cc1)Nc1ccc(Cl)c(Cl)c1	8
C[C@H](CO)N1C[C@H](C)[C@H](CN(C)C(=O)Nc2cccc3ccccc23)Oc2ccc(NC(=O)Nc3ccccc3)cc2C1=O	-3
COC(=O)c1cc(OC)c(OC)cc1NC(=O)Cc1ccccc1[N+](=O)[O-]	-3
COc1ccc([C@H]2OC[C@H]3[C@@H]2CO[C@@H]3c2ccc(O[C@@H]3O[C@H](CO)C(O)[C@H](O)[C@H]3O)c(OC)c2)cc1OC (stereo partly drawn)	-16
C[C@H](CO)N1C[C@H](C)[C@H](CN(C)Cc2ccc(Cl)c(Cl)c2)Oc2c(NC(=O)Nc3ccc(F)cc3)cccc2C1=O	9
C[C@@H]1CN([C@H](C)CO)C(=O)c2cccc(NC(=O)NC3CCCCC3)c2O[C@@H]1CN(C)Cc1ccc(Oc2ccccc2)cc1	31
O=C(CCN1C(=O)c2ccccc2S1(=O)=O)Nc1ccc2c(c1)OCCO2	-6
CCCCC/C=C/C=C/C(O)CCCCCCCC(=O)O (stereo not drawn)	-2
C[C@H](CO)N1C[C@H](C)[C@H](CN(C)C(=O)Nc2ccc(C(F)(F)F)cc2)Oc2ccc(NC(=O)Cc3ccccc3)cc2CC1=O	-14
C[C@@H]1CN([C@H](C)CO)C(=O)c2cc(NS(=O)(=O)c3cccs3)ccc2O[C@@H]1CN(C)S(=O)(=O)c1cccs1	-1
CNC[C@H]1Oc2ccc(NC(=O)NC(C)C)cc2CC(=O)N([C@H](C)CO)C[C@H]1C	-4
COc1ccc(Cn2c(=O)c3[nH]cnc3n(-c3cc(S(C)=O)ccc3C)c2=O)cc1 (stereo not drawn)	10
C[C@@H]1CN([C@H](C)CO)C(=O)Cc2cc(NS(=O)(=O)c3ccccc3)ccc2O[C@@H]1CN(C)C	-2
COc1ccc(S(=O)(=O)N(C)C[C@@H]2Oc3c(NC(=O)Nc4cccc5ccccc45)cccc3C(=O)N([C@@H](C)CO)C[C@H]2C)cc1	27
Cc1nnc(SCC(=O)Nc2ccc(F)c(F)c2F)s1	-3
O=c1[nH]cnc2nc(-c3ccccc3)c(-c3ccccc3)nc12	-3
C[C@@H]1CCCCO[C@H](CN(C)S(=O)(=O)c2ccccc2)[C@@H](C)CN([C@H](C)CO)C(=O)c2cc(N(C)C)ccc2O1	2
C[C@H]1CN([C@@H](C)CO)C(=O)c2cc(NC(=O)Cc3ccccc3)ccc2O[C@@H]1CN(C)Cc1ccc2c(c1)OCO2	55
C[C@H]1CN([C@@H](C)CO)C(=O)CCCn2cc(nn2)CO[C@H]1CN(C)C(=O)CCC(F)(F)F	-7
COc1ccc(S(=O)(=O)Nc2cccc3c2O[C@@H](CN(C)C(=O)Nc2cccc4ccccc24)[C@@H](C)CN([C@H](C)CO)C3=O)cc1	-1

A section from further up, as a working copy:
SMILES	U2OS ROS induce
O=c1[nH]cnc2nc(-c3ccccc3)c(-c3ccccc3)nc12	-3
C[C@@H]1CCCCO[C@H](CN(C)S(=O)(=O)c2ccccc2)[C@@H](C)CN([C@H](C)CO)C(=O)c2cc(N(C)C)ccc2O1	2

Further records.
SMILES	U2OS ROS induce
Cc1noc(C)c1NC(=O)Nc1ccc2c(c1)C(=O)N([C@H](C)CO)C[C@H](C)[C@@H](CN(C)Cc1ccc(C(=O)O)cc1)O2	-9
C[C@@H]1CCCCO[C@@H](CN(C)C)[C@@H](C)CN([C@H](C)CO)C(=O)c2cc(NC(=O)CCC(F)(F)F)ccc2O1	6
C[C@H](CO)N1C[C@H](C)[C@H](CN(C)CC2CCCCC2)Oc2ccc(NS(=O)(=O)c3cccs3)cc2CC1=O	9
CCSC1=C(C#N)C(=O)NC(C(C)C)S1 (stereo not drawn)	8
COc1ccc(NC(=O)N(C)C[C@H]2OCCCC[C@@H](C)Oc3ccc(NC(=O)NC4CCCCC4)cc3C(=O)N([C@H](C)CO)C[C@@H]2C)cc1	8
FC(F)(F)c1ccccc1-n1ccnc1	0
C[C@H](CO)N1C[C@H](C)[C@H](CN(C)S(C)(=O)=O)Oc2ncc(C#Cc3ccc(F)cc3)cc2C1=O	21
COc1ccc(S(=O)(=O)N(C)CC(=O)NC2CC2)cc1	-1
Cn1c(=NC(=O)c2ccc(S(=O)(=O)N3CCCCC3)cc2)sc2c3ccccc3ccc21	-11
COc1cccc(N(CC(=O)Nc2cccc(Cl)c2)S(C)(=O)=O)c1	8
CCOc1ccccc1NC(=O)CN1C(=O)c2cccc3cccc1c23	-1
CC(Sc1nc(=O)cc(N)n1-c1ccccc1)C(=O)Nc1ccc(Cl)cc1 (stereo not drawn)	-14

Of the compounds above, these have a cyano group:
SMILES	U2OS ROS induce
Cc1cc2c(c(=O)n1Cc1ccccn1)C(c1ccccc1)C(C#N)=C(N)O2 (stereo not drawn)	10
N#Cc1c(NC(=O)c2cc3nc(-c4ccco4)cc(C(F)(F)F)n3n2)sc2c1CCC2	-12
CN(C)c1oc(-c2ccc(Cl)cc2)nc1C#N	8
CCSC1=C(C#N)C(=O)NC(C(C)C)S1 (stereo not drawn)	8

(next part)
SMILES	U2OS ROS induce
COc1ccccc1N1C(=O)S/C(=C\c2ccccc2)C1=O	19
COC(=O)C1=C(O)/C(=C/c2ccc(CNS(=O)(=O)c3ccccc3)o2)N=C1C	11
CC(C)NC(=O)N(C)C[C@H]1Oc2ccc(NC(=O)NC3CCCCC3)cc2CC(=O)N([C@H](C)CO)C[C@H]1C	-5
C[C@@H]1CCCCO[C@H](CN(C)C(=O)Nc2ccc(F)cc2)[C@@H](C)CN([C@H](C)CO)C(=O)c2cc(NC(=O)Nc3ccccc3)ccc2O1	35
CC(=O)c1ccc(NC(=O)Cn2cnc3c(sc4nc5c(cc43)COC(C)(C)C5)c2=O)cc1	-3
CN(C)c1ccc(/C=C(\C#N)C(N)=C(C#N)C#N)cc1	13
CN(C)C(=S)SCC(=O)c1ccc(Cl)cc1	4
C[C@H](CO)N1C[C@H](C)[C@@H](CN(C)C(=O)Nc2ccc(F)cc2)Oc2c(NC(=O)NC3CCCCC3)cccc2C1=O	2
C[C@@H]1CN([C@H](C)CO)C(=O)c2cccc(NC(=O)Nc3ccc(F)cc3)c2O[C@H]1CN(C)C(=O)Nc1ccc2c(c1)OCO2	8
C[C@@H]1CN([C@@H](C)CO)C(=O)CCCn2nncc2CO[C@H]1CN(C)Cc1ccc(Cl)c(Cl)c1	30
COc1ccc(NC(=O)N(C)C[C@H]2Oc3ccc(NS(=O)(=O)c4ccc(C)cc4)cc3C(=O)N([C@@H](C)CO)C[C@@H]2C)cc1	-16
Cc1ccc(S(=O)(=O)N(C)C[C@@H]2Oc3ccc(NC(=O)Cc4cn(C)c5ccccc45)cc3CC(=O)N([C@H](C)CO)C[C@H]2C)cc1	31
COc1ccc(NC(=O)N(C)C[C@H]2Oc3ccc(NS(=O)(=O)c4c(C)noc4C)cc3CC(=O)N([C@H](C)CO)C[C@H]2C)cc1	-1
O=S(=O)(NCC1CCCO1)c1ccc2oc3ccc(S(=O)(=O)NCC4CCCO4)cc3c2c1 (stereo not drawn)	-3
COc1ccc2cc(C(C)C(=O)O)ccc2c1 (stereo not drawn)	7

Source: PubChem BioAssay

The list is partial, so the mix of outcomes need not match the whole.
